Source: PubChem
ERG Ets-DNA blk: qHTS for Small Molecule Inhibitors of the ERG Ets/DNA interaction. Transcriptional regulator ERG (Homo sapiens), P11308. 370,000 tested, 0.028% active. fluorescence polarization, His-ERG Ets domain / labelled DNA. Potency, µM (series often up to 76.9 µM), for the others: at the highest dose FP activity, negative = inhibition, usual class: inhibitors; active means well fitted inhibition curve with a large enough effect in the polarisation, with a control signal flat; inconclusive means small, poorly fitted or top-dose-only effect, or effect the other way, or a change in a side signal; inactive means no such curve, though single readings can be large or run the other way; the % refers to the polarisation;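 further: polarization taken with two DNA probes labelled with fluorescein and Texas red; potency means the concentration at half of the fitted maximal effect; % of control where 0% means no effect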
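His-tagged ERG Ets domain (1 uM in the protein solution; 300mM KCl, 50mM Tris-HCl, 1mM EDTA, 1mM DTT, pH 7.5) received compound, then a probe mix of 5 nM fluorescein-DNA and 100nM Texas-615-DNA. Fluorescence polarization was read for both dyes.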
RGS4 inhibitor: Inhibitors of Regulator of G Protein Signaling (RGS) 4: qHTS; Regulator of G-protein signaling 4 (Homo sapiens), P49798; Transcreener GDP fluorescence polarization, RGS4-accelerated GTP hydrolysis; Potency, µM (doses to about 114 µM), for the others: at the top dose activity change, negative = inhibition, hits mostly inhibitors; 390,000 tested, 0.039% active; AID 504845, 2011; further: potency means the concentration at half of the fitted maximal effect; on the % scale 0 is the no-effect control and ±100 the full control effect; nearly all actives have a fitted effect of over 75% in size; some results filed as inactive show a strong effect at the top dose
Target sequence (P49798 whole entry, looked up): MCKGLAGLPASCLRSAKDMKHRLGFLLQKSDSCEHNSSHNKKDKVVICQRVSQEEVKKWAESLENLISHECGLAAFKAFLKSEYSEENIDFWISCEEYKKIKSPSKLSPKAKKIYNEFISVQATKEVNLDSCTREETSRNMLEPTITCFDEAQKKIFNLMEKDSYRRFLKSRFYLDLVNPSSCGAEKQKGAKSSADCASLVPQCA
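MLSMR compounds (23 nl, pin-transferred) preincubated 10 min at room temperature with a 500nM (2x) first reagent, then RGS4 at 900nM (2x) plus Transcreener GDP mix added; fluorescence polarization (620/688 nm) read before and after 90 min at 30 °C.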
D2 agonist: HTS Assay for Allosteric Agonists of the Human D2 Dopamine Receptor: Primary Screen for Agonists. D(2) dopamine receptor (Homo sapiens), P14416. HEK293 T-REx D2 cells, calcium flux agonist mode. activation, % at 2 µM. 340,000 tested, 0.53% active. AID 485358, 2010;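 active means activation over 3 SD above normal in the single-dose calcium agonist read, cut at about 30% in these data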; further: 0% is about no effect
Target sequence (P14416 whole entry, looked up): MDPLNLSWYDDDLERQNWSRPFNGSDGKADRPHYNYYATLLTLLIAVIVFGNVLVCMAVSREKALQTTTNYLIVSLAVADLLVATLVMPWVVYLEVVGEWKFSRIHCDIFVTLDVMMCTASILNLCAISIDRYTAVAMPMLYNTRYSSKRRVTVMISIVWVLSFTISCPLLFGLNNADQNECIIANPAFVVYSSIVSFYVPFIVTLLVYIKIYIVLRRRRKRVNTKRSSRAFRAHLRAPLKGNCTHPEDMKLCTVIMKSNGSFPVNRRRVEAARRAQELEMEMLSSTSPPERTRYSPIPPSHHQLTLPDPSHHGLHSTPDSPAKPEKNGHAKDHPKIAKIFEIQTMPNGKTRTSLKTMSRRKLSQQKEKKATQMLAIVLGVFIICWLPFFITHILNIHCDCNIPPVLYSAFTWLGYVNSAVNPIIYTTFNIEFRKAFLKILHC
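HEK293 Trex D2 cells, tetracycline-induced, o/n 30 C 5% CO2; no-wash Ca dye, RT 30–90 min; 10-cycle baseline, 23 nl cpd added, kinetic Ca read 180 s; agonist hits = positive Ca response.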
Glioma ERSR ind: qHTS for Inducers of the Endoplasmic Reticulum Stress Response (ERSR) in Human Glioma: qHTS. U87-MG GRP78 promoter luciferase reporter, 16 h. Potency, µM, for inactives: at the top dose activation, actives largely listed as activators. 420,000 tested, 0.02% active. AID 602332, 2012; further: potency means the concentration at half of the fitted maximal effect; series mostly up to about 76 µM; % of control where 0% means no effect; nearly all actives have a fitted effect of over 35% in size
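Stably transfected U87-MG human glioma cells carrying a GRP78-based luminescent sensor were seeded at 1000 cells/well, pin-dosed with compounds and incubated 16 h. Luciferase reagent was then added, and end-point luminescence was read after 10 min at room temperature.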
Vif-A3F inh: qHTS for Inhibitors of Vif-A3F Interactions: qHTS; 390,000 tested, 0.2% active; HeLa A3F-eYFP + Vif (tagged APOBEC3F with the HIV-1 protein that degrades it), YFP fluorescence increase; Potency, µM (doses to about 46.1 µM), for inactives: top-dose activity, negative = active; further: potency means the concentration at half of the fitted maximal effect; % of control where 0% means no effect; nearly all actives have a fitted effect of over 65% in size
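Fluorescence increase (Ex 488/Em 500-530) after overnight compound treatment at 37 deg C flags inhibition of Vif-driven A3F-eYFP loss in stable HeLa A3F-eYFP/Vif cells seeded overnight beforehand.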
LDHA block: qHTS assay for inhibitors of human lactate dehydrogenase; L-lactate dehydrogenase A chain (Homo sapiens), P00338; purified LDHA, NADH/diaphorase-resazurin fluorescence; hits give low values; activity change, % (values are at about 110 or 230 µM); 480,000 tested, 0.15% active; AID 1347041, 2019; in the data active means activity change below about -30%; inconclusive means mostly about -25% to -30%;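 further: plate controls were DMSO wells for no effect and wells without enzyme for full effect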
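Human LDH5 at 2 nM final in Tris HCl pH 7.4 with 0.06 mM NADH and 0.2 mM pyruvate, reacted 5 minutes at room temperature. Remaining NADH coupled via diaphorase/resazurin; resorufin fluorescence read at 0 and 20 minutes, normalized to enzyme-free and DMSO wells.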
D2 antag: HTS Assay for Allosteric Antagonists of the Human D2 Dopamine Receptor: Primary Screen for Antagonists; D(2) dopamine receptor (Homo sapiens), P14416; inhibition, % at 10 µM; 340,000 tested, 2% active; HEK293 TREx D2 cells, calcium flux, dopamine EC80; in the data active means inhibition above about 30%; further: 0% is about no effect
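Calcium mobilization kinetics were recorded at 1 s intervals in tetracycline-induced HEK293 T-REx D2 cells, first for 180 s after compound addition and then 180 s after EC80 dopamine.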
12-LOX inh: Primary qHTS assay for inhibitors of human arachidonate 12S-lipoxygenase (ALOX12): Round 2; Potency, µM (highest dose often 108 µM), for the others: top-dose activity change, negative = inhibition, most hits filed as inhibitors; purified 12hLO, xylenol orange hydroperoxide absorbance; 580,000 tested, 1.1% active; further: potency means the concentration at half of the fitted maximal effect; on the % scale 0 is the no-effect control and ±100 the full control effect
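Purified human 12hLO (150 nM final) in 25 mM Hepes, 0.01% Triton X-100, pH 7.0 was preincubated 15 min at room temperature with compound. Then 40 uM arachidonic acid was added, 30 min. Hydroperoxide was read by Fe-XO absorbance ratio 573/405 nm.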
Vif-APOBEC3G blk: qHTS for Inhibitors of Vif-A3G Interactions: qHTS. HeLa A3G-eYFP + Vif (tagged APOBEC3G with the HIV-1 protein that degrades it), YFP fluorescence, overnight. DNA dC->dU-editing enzyme APOBEC-3G (Homo sapiens), Q9HC16. AID 602310, 2012. Potency, µM (titrated, usually from 46.1 µM), for the others: at the highest dose activity, negative = active, most hits filed as inhibitors. 410,000 tested, 0.076% active;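 further: potency means the concentration at half of the fitted maximal effect; on the % scale 0 is the no-effect control and ±100 the full control effect; nearly all actives have a fitted effect of over 60% in size; hits raise eYFP signal because A3G escapes Vif-driven loss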
Target sequence (Q9HC16 whole entry, looked up): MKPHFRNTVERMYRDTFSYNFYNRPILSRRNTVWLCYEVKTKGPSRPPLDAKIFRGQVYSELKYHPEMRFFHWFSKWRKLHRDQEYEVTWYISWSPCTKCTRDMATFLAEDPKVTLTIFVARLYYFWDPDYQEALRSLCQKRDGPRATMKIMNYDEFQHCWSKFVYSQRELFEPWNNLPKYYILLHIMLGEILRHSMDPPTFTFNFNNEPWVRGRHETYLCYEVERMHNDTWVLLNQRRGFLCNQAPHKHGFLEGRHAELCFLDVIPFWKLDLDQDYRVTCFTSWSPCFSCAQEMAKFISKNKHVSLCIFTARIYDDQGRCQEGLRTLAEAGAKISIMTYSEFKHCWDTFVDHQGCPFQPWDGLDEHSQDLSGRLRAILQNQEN
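Read-out is eYFP fluorescence (Ex 488/Em 500-530) from Vif-expressing HeLa A3G-eYFP cells; more signal means A3G escaped Vif-mediated degradation. Cells plated overnight, compound pinned in, incubated overnight at 37 deg C.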
* hit, by the source's call; i = inactive; ? = inconclusive; nt = not tested or not shown; [ ] = another dose, or the depositor's remark. Unless noted, the call rests on the fitted dose curve; in most records, active means well fitted curve in the direction sought with a large enough effect; inconclusive means small, poorly fitted or top-dose-only effect, or another doubt; inactive means no such curve, though single readings can be large; an effect the other way counts as inactive or inconclusive. This is a subset, so the mix of outcomes need not match the whole.

SMILES	ERG Ets-DNA blk	RGS4 inhibitor	D2 agonist	Glioma ERSR ind	Vif-A3F inh	LDHA block	D2 antag	12-LOX inh	Vif-APOBEC3G blk
Cc1cc(C)nc(N/C(=N/S(=O)(=O)Cc2ccccc2)Nc2ccccc2)n1	-15%	18%	0.3	-2%	1%	-8	-12	0%	-8%
O=C(CN1CCN(C(c2ccccc2)c2ccccc2)CC1)Nc1ccc(N2CCOCC2)cc1	1%	12%	-0.5	-4%	0%	-3	1	9%	4%
CCC(=O)N1c2ccc(S(=O)(=O)N3CCN(c4ccc([N+](=O)[O-])cc4)CC3)cc2CC1C (centres undefined)	-1%	22%	-0.1	-6%	3%	-19	-10	0%	6%
Cc1nn(-c2ccccc2)nc1C(=O)NN	-2%	-52%	0.8	-2%	-6%	0	-1	20%	0%
COC(=O)N/N=C\c1ccc(OC/C=C/c2ccccc2)cc1	-2%	11%	-0.8	15%	-6%	-13	1	i	-1%
Cc1ccc(CSc2nnc(-c3cccc(S(=O)(=O)N4CCOCC4)c3)n2C2CCCC2)cc1	-15%	-14%	nt	-5%	2%	-1	nt	-23%	-1%
CCOc1ccccc1/C=N/NC(=O)CSc1n[nH]c(=O)[nH]c1=O	13%	2%	-0.1	-3%	0%	-4	-3	6%	3%
Cc1ccc(C)c(OCCN2C(=O)NC3(CCc4ccccc4C3)C2=O)c1 (centres undefined)	2%	-30%	0.8	-5%	1%	0	33*	-10%	1%
COC(=O)/C(C#N)=C1/C=Cc2ccccc2N1C	-2%	-27%	-1.2	4%	3%	-6	-7	0%	3%
CC(=O)Nc1nonc1-c1nnc(SCC(=O)Nc2ccc(C)c(Cl)c2)n1C	1%	-21%	0.6	-2%	4%	6	nt	5%	-2%
Fc1ccc(-c2nc3ccccc3[nH]2)cc1	25%	10%[11.4 µM]	nt	1%	0%	-7	nt	-8%	1%
NC1=NC[C@@H](Cc2ccc(O)cc2)N1CCc1cccc(F)c1	14%	-6%	-0.4	-3%	1%	5	10	?	-2%
CCOC(=O)CN1C(=O)SC(Nc2ccc(C)cc2)C1=O (centres undefined)	3%	-19%	0.4	0%	9%	-6	4	2%	0%
CCSc1nnc(NS(=O)(=O)c2ccc(C)cc2)s1	4%	-51%	-1.0	-3%	-2%	-2	5	-3%	-2%
Cc1c(C(=O)N2CCCCC2)c(S(=O)(=O)N2CCN(c3ccc(F)cc3)CC2)c(C)n1C	?	21%	1.0	-3%	-11%	-3	-11	11%	-1%

Structural class, the entries above containing an NH in an aromatic ring (2)
SMILES	ERG Ets-DNA blk	RGS4 inhibitor	D2 agonist	Glioma ERSR ind	Vif-A3F inh	LDHA block	D2 antag	12-LOX inh	Vif-APOBEC3G blk
CCOc1ccccc1/C=N/NC(=O)CSc1n[nH]c(=O)[nH]c1=O	13%	2%	-0.1	-3%	0%	-4	-3	6%	3%
Fc1ccc(-c2nc3ccccc3[nH]2)cc1	25%	10%[11.4 µM]	nt	1%	0%	-7	nt	-8%	1%

Next records.
SMILES	ERG Ets-DNA blk	RGS4 inhibitor	D2 agonist	Glioma ERSR ind	Vif-A3F inh	LDHA block	D2 antag	12-LOX inh	Vif-APOBEC3G blk
COc1ccc(OCC(=O)OCC(=O)Nc2ccc3[nH]c(=O)[nH]c3c2)cc1	-6%	-24%	0.0	-7%	-2%	-6	24	184%[activator]	-1%
CCOc1ccc(CNC(=O)c2cc3c(=O)n(C)c4ccccc4c3s2)cc1	7%	-13%	0.2	-3%	5%	-9	nt	-17%	-7%
S=c1[nH]nc(-c2ccc(Br)cc2)n1Cc1ccco1	3%	?	-1.0	-5%	-8%	-5	0	?	-1%
CCCCOc1ccc(C2=NC(c3cccs3)=Nc3ccc(OC)cc3N2)cc1	1%	4%	-0.8	nt	nt	2	nt	-22%	nt
COc1ccc(CCNC(=O)CCCn2nc(C)c3sc4ccccc4c3c2=O)c(OC)c1	-3%	9%	nt	-3%	-1%	-11	nt	-22%	3%
COc1ccc(C(=O)NC2CCSc3ccccc32)cc1S(=O)(=O)N1CCOCC1 (centres undefined)	-4%	10%	0.2	1%	-4%	-3	16	-4%	0%
CCc1ccc(-c2csc(NC(=O)C3CC(=O)N(c4ccc5c(c4)OCCO5)C3)n2)cc1 (centres undefined)	nt	?	0.9	-6%	?	1	-5	-29%	?
COC(=O)c1c(NC(=O)c2c(OC)cccc2OC)sc2c1CCCC2	-9%	-20%	nt	1%	-1%	-6	nt	?	1%
COc1ccc(-c2cc(C(=O)Nc3cc(Br)ccc3O)no2)cc1	9%	-31%	-1.5	0%	1%	-4	36*	15%	0%
O=C1c2[nH]nc(-c3ccccc3O)c2C(c2cccc(OCc3ccccc3)c2)N1CCCO (centres undefined)	0%	-6%	1.8	17%	5%	-19	nt	7%	-15%
Cc1cc(C(=O)NCC(=O)OCC(=O)N(C(C)C)C(C)C)ccc1[N+](=O)[O-]	2%	8%	0.2	-4%	3%	-4	-3	-4%	1%
O=C(c1ccc(Br)cc1)N1CCC2(CC1)NCCc1[nH]cnc12	-6%	-12%	0.3	-7%	2%	-1	-20	-12%	1%
O=C(O)C12C3CCC(O3)C1(C(=O)O)C1CCC2O1 (centres undefined)	-11%	-14%	nt	-3%	-11%	4	nt	?	1%
Cc1ccc(-c2cn3nc(N4CCCC(C(=O)NCc5ccc(F)cc5)C4)sc3n2)cc1 (centres undefined)	1%	?	-0.3	1%	2%	0	nt	0%	5%
CC(C)Oc1ccccc1C1CC(=O)Nc2cc3c(cc21)OCO3 (centres undefined)	-4%	-14%	0.0	-3%	-7%	-8	4	?	?
O=C(O)c1ccc2c(=O)n3c(nc2c1)/C(=C/c1ccc(Cl)cc1Cl)CC3	6%	17%	0.5	-1%	6%	-8	19	0%	1%
O=C(c1nnc(-c2ccc(Cl)cc2)o1)C1CCCC1	-10%	-8%	1.1	5%	13%	-4	5	0%	0%
O=C1NC(=O)C(c2ccccc2)(C2CCCC2)N1 (centres undefined)	5%	7%	nt	-4%	-14%	1	nt	-1%	1%
COc1cc(OC)cc(-c2nc3cc(C)ccc3o2)c1	1%	-14%	-1.7	15%	5%	-4	-11	-4%	-6%
COc1ccc(CNC(=O)CCc2c(C)nn(-c3ccc(N4CCOCC4)nn3)c2C)c(OC)c1	-1%	-4%	-0.8	-1%	8%	-1	nt	-25%	4%
CCCc1nc2oc3ccccc3c(=O)c2c(=O)n1-c1ccc(C)cc1	-5%	-9%	18	8%	5%	3	-2	5%	-5%
O=c1ccn([C@@H]2O[C@H](CNS(=O)(=O)C3CC3)[C@@H](O)[C@H]2O)c(=O)[nH]1	-8%	-14%	nt	-2%	5%	-2	nt	1%	2%
CC(=O)c1cccc(NS(=O)(=O)c2cc(-c3onc(C)c3C)ccc2C)c1	-10%	-18%	-0.4	-3%	-9%	-8	nt	?	-16%
CCc1c(C)nc(N2CCN(Cc3ccccc3)CC2)[nH]c1=O	-7%	5%	1.0	-2%	-1%	-10	1	0%	-1%
CCN(C(=O)CSc1nnc2ccccn12)c1c(N)n(Cc2ccccc2)c(=O)[nH]c1=O	9%	-29%	nt	-3%	1%	-5	nt	-14%	0%
C=CCNC(=O)C(C(=O)OCC)C1CCCCC1 (centres undefined)	6%	-14%	0.4	-4%	nt	-8	-21	0%	-3%
COCCn1c(=O)c2c(nc3n2CC(C)CN3CCc2ccccc2)n(C)c1=O (centres undefined)	?	17%	0.4	-2%	-15%	-6	0	-5%	-5%
CCOc1ccc(CN2CCNC(=O)C2CC(=O)N(C)CC2CCOCC2)cc1 (centres undefined)	-5%	-20%	0.3	-6%	7%	9	0	-18%	0%
COc1ccccc1N1CCN(C(c2cccs2)C(C)NC(=O)c2ccco2)CC1 (centres undefined)	-7%	-33%	3.3	-3%	-11%	-5	2	-6%	-2%
CC1CCC(C(C)C)C(OC(=O)CSc2n[nH]c(=O)[nH]c2=O)C1 (centres undefined)	-2%	11%	-0.2	-3%	-1%	-6	-2	-8%	2%
Cc1noc(C)c1C(=O)N1CC(C)OC(C)C1 (centres undefined)	-1%	8%[11.4 µM]	0.3	-2%	-5%	-3	11	-11%	-1%
COc1ccc(-c2nc(CS(=O)CC(=O)NCCCN3CC(C)CC(C)C3)c(C)o2)cc1OC (centres undefined)	0%	7%	0.5	-2%	-6%	5	4	0%	3%
Cc1cc(C(=O)Nc2ccc(N3CCOCC3)c3nonc23)ccc1[N+](=O)[O-]	20%	-10%	-0.3	1%	3%	-9	4	-41%	2%
Cc1c(Cl)cccc1NC(=S)NCc1cccn1C	-1%	?	0.3	-5%	-7%	2	7	-29%	-1%
Nc1n[nH]c2cc(=O)n(-c3cccc(C(F)(F)F)c3)nc12	3%	-5%	0.7	-5%	0%	-2	-9	1%	0%
